TAG inh: inhibitors of triacylglycerol accumulation; H9c2 cells, Nile Red lipid (TAG) fluorescence; cells loaded with 200 µM oleic acid; hit rate 0.66% among 230,000; inhibition, % at 12.5 µM;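 active = pattern-corrected inhibition of lipid staining of at least 50% with the nuclear-stain viability signal not falling by more than 50%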;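 note: 0% = DMSO wells and 100% = triacsin C control wells; some results filed as inactive read as strong as hits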
TAG inh DAPI viability: second read-out of TAG inh, no call of its own (marks repeat the call); DAPI nuclei signal change (viability), lower = more cytotoxic, %;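 whole-well DAPI fluorescence read on a plate reader as a viability signal; minus 50 percent equals half of cells still viable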
* hit, by the source's call.

SMILES	TAG inh	TAG inh DAPI viability
Cn1cc(CN2C[C@]3(C)C[C@H]2CC(C)(C)C3)c(-c2ccc3c(c2)OCCO3)n1	5	1
COC(=O)c1sccc1-n1cc(C#N)c(=O)n(C)c1=O	-2	4
O=C(NC1=NCCS1)C12CC3CC(CC(C3)C1)C2	-12	3
COc1ccc(CCNC(=O)C/C(C)=N/NC(=O)Cc2cccc3ccccc23)cc1OC	-2	4
O=C(CCN1C(=O)c2ccncc2C1=O)Nc1cc(F)ccc1F	0	5
Cc1ccc([C@@H]2CC(=O)[C@@H]3CN(S(=O)(=O)c4ccc(C)cc4)[C@H](c4ccccc4)C[C@@H]3N2S(=O)(=O)c2ccc(Cl)cc2)cc1	36	-2
CCCc1nc(SCC(=O)Nc2cc(C)on2)c2ccccc2n1	4	28
O=C(CSc1oc(-c2cccs2)nc1S(=O)(=O)c1ccc(F)cc1)NCC1CCCO1 (configuration not stated)	-5	5
O=C(NCCCN1CCCC1=O)c1ccc(S(=O)(=O)Nc2ccccc2F)cc1	-5	5
O=C(CCN1C(=O)S/C(=C\c2ccccc2)C1=O)N1CCOCC1	-14	13
O=C(/C=C/Nc1ccc(F)c(F)c1)c1ccc(Br)cc1	2	4
Cc1ccccc1Cn1c(=N)n(CC(=O)c2ccco2)c2ccccc21	5	6
CC[C@@H](C)[C@H](CNC)NC[C@@H](Cc1cccc2ccccc12)NCCc1cccc(C(F)(F)F)c1	135	-72
Cc1ccc(C2(C)NC(=O)N(CC(=O)Nc3ccc(-c4nc5ccc(C)cc5s4)cc3)C2=O)cc1 (configuration not stated)	11	35
c1ccc(-c2cn3ccccc3n2)cc1	13	0
Cc1ccc2[nH]c(CCN(C)C)c(CN3CCOCC3)c2c1	32	-8
CC(=O)c1ccccc1NC(=O)CSc1nc2ccccc2c(=O)n1CCCN1CCOCC1	-6	5
COc1ccc(OCC(=O)Nc2ccccc2Cl)cc1	-4	5
CNC(=O)c1c(O)c2cccc3c2n(c1=O)CC3	-8	-7
CC(C)N(C(=O)[C@H]1C[C@H](CC(=O)NCC23CC4CC(CC(C4)C2)C3)C(=O)N2CCc3c([nH]c4cc(CCC(=O)N(C)C)ccc34)[C@]12C)C(C)C	1	-3

A section from the list above, as a working copy:
SMILES	TAG inh	TAG inh DAPI viability
c1ccc(-c2cn3ccccc3n2)cc1	13	0
Cc1ccc2[nH]c(CCN(C)C)c(CN3CCOCC3)c2c1	32	-8
CC(=O)c1ccccc1NC(=O)CSc1nc2ccccc2c(=O)n1CCCN1CCOCC1	-6	5
COc1ccc(OCC(=O)Nc2ccccc2Cl)cc1	-4	5
CNC(=O)c1c(O)c2cccc3c2n(c1=O)CC3	-8	-7

Carrying on.
SMILES	TAG inh	TAG inh DAPI viability
CCOC(=O)c1c(-c2ccc(OC)cc2)csc1/N=C/C1C(=O)CCCC1=O	-19	0
O=C(CSc1nnc(CNc2cccc(Cl)c2)o1)OC1CCCCC1	3	-10
CN(C)S(=O)(=O)c1ccc(C(=O)Nc2nnc(SCC(=O)NCC3CCCO3)s2)cc1 (configuration not stated)	-6	-5
CCOC(=O)C1CCN(c2c(N3CCN(c4ccccc4OC)CC3)c(=O)c2=O)CC1	-4	3
CCOC(=O)C(C)Sc1nnc(-c2ccccc2O)n1-c1ccc(C)cc1 (configuration not stated)	7	-4
Cc1c(C(=O)NCc2cccc([N+](=O)[O-])c2)sc(=O)n1Cc1ccc(C(C)C)cc1	-16	9
O=C(COC(=O)c1ccc(F)c(S(=O)(=O)N2CCOCC2)c1)c1ccc(Br)cc1	-9	2
CN(CC(=O)N/N=C/c1ccc(F)cc1)S(=O)(=O)c1ccccc1	8	-12
CCc1nc2ccccc2c(=O)n1NC(=O)c1c(O)c2ccccc2n(CC)c1=O	-12	2
C=CCNC(=S)N1CCN(C2CCCCC2)CC1	-18	16
CC1CCN(CC(=O)Nc2ccccc2C#N)CC1	10	4
COc1ccc([C@H]2C[C@H](O)[C@@H](n3cc(COC(=O)c4ccccc4)nn3)CN2Cc2cccs2)cc1	2	-2
Cc1cc(NCc2ccco2)nc2cc(O)ccc12	-27	26
CCN(CC)C(=O)c1ccc(/C=C/c2c[nH]c3ccccc23)[n+](C)c1	2	-7
CCn1ncc(Br)c1C(=O)Nc1ccccc1C(=O)OC	6	-10
COc1ccccc1[C@]1(C)ON(c2ccccc2C(F)(F)F)C1=O	3	-2
CCN1CCN(CC(=O)Nc2ccc(N(C)C)cc2)CC1	-3	-2
CCN(CC(=O)N1CCCCCC1)S(=O)(=O)c1ccc(C)cc1	-10	6
CCOC(=O)C(=O)Nc1ncc(Cl)s1	6	-3
CCc1nc2c(OCc3ccc(F)cc3)cccn2c1N(C)C(=O)CC(C)C	7	-11

3 entries out of the list, arranged by length of the SMILES, descending:
SMILES	TAG inh	TAG inh DAPI viability
CCn1ncc(Br)c1C(=O)Nc1ccccc1C(=O)OC	6	-10
Cc1cc(NCc2ccco2)nc2cc(O)ccc12	-27	26
CCOC(=O)C(=O)Nc1ncc(Cl)s1	6	-3

The list goes on:
SMILES	TAG inh	TAG inh DAPI viability
CCOC(=O)N1CCC(N2Cc3cccc(C(=O)Nc4cccc(F)c4)c3C2=O)CC1	11	1
CN(C)CCCN(Cc1cc2cc3c(cc2[nH]c1=O)OCCO3)C(=O)NC1CCCCC1	8	4
COc1ccc(N2CCN(C(=O)CCNC(=O)c3ccccc3)CC2)cc1	-6	4
C=CC[C@H](CC(=O)N[C@H](CO)Cc1ccccc1)C(=O)N[C@H](COC(=O)[C@@H](CC=C)CC(=O)OC(C)(C)C)Cc1c[nH]c2ccccc12	5	-11
CCN(C[C@H]1N[C@@](Cc2ccccc2)(C(=O)OC)[C@H]2C(=O)N(Cc3ccccc3)C(=O)[C@@H]12)C(=O)COc1ccccc1	6	-16
Cc1ccc(S(=O)(=O)c2c(N)n(CCCO)c3nc4ccccc4nc23)cc1	-5	23
CC1CCCN(S(=O)(=O)c2cccc(C(=O)NCc3ccco3)c2)C1 (configuration not stated)	-24	8
COc1ccc(Cn2nnnc2C(c2cccs2)N2CCN(c3ccc([N+](=O)[O-])cc3)CC2)cc1 (configuration not stated)	-16	-2
CC1=C(C#N)C(C)C2=C(CC(C)(C)CC2=O)N1 (configuration not stated)	1	-1
COc1ccc(CCC(=O)OCc2csc(CC(=O)Nc3ccccc3C)n2)cc1	1	-3
O=C(NCc1ccc2c(c1)OCO2)c1ccc(N2CCCC2=O)cc1	5	-4
Cc1ccc(C(=O)CCC(=O)N2CCN(c3ccccc3O)CC2)cc1	5	-2
CCN(CC)CCNC(=O)c1ccc(NC(=O)c2cccc(S(=O)(=O)N3CCCCCC3)c2)cc1	1	3
O=C(CNCc1ccc(Cl)cc1)Nc1cc(S(=O)(=O)N2CCCC2)ccc1Cl	-11	-8
CC(=O)c1cccc(S(=O)(=O)N2CCC(C(=O)O)CC2)c1	11	-15
COc1ccccc1NS(=O)(=O)c1cc([N+](=O)[O-])ccc1N/N=C/c1c[nH]c2ccccc12	-8	-19
O=C(CC1CC2CCC1C2)N1CCN(S(=O)(=O)c2ccccc2[N+](=O)[O-])CC1 (configuration not stated)	-6	-2
CN(CC(=O)Nc1ccc(Cl)c(C(F)(F)F)c1)C(=O)C1CC(=O)N(C2CCCC2)C1 (configuration not stated)	-26	-5
O=C1COc2ccc(C(=O)CSc3nnnn3-c3ccccc3)cc2N1	-4	-3
O=C(NC1=NCCS1)c1ccccc1OCc1ccccc1Cl	3	-6

A different layout for four compounds above:
COc1ccccc1NS(=O)(=O)c1cc([N+](=O)[O-])ccc1N/N=C/c1c[nH]c2ccccc12
  TAG inh: -8; TAG inh DAPI viability: -19

O=C(NCc1ccc2c(c1)OCO2)c1ccc(N2CCCC2=O)cc1
  TAG inh: 5; TAG inh DAPI viability: -4

O=C(CNCc1ccc(Cl)cc1)Nc1cc(S(=O)(=O)N2CCCC2)ccc1Cl
  TAG inh: -11; TAG inh DAPI viability: -8

O=C(CC1CC2CCC1C2)N1CCN(S(=O)(=O)c2ccccc2[N+](=O)[O-])CC1 (configuration not stated)
  TAG inh: -6; TAG inh DAPI viability: -2

(continued)
SMILES	TAG inh	TAG inh DAPI viability
Cn1c(NCc2cccnc2)nc2cc(-c3cccc(C(=O)NCCO)c3)sc2c1=O	-14	0
O=C(NC1=NCCS1)c1ccc(-c2ccc(Cl)cc2)o1	-2	4
COCC(=O)n1nc(-c2ccccc2)nc1NCc1ccccc1	2	-14
O=C(CN1C(=O)NC2(CCCC2)C1=O)OCCOc1ccccc1Cl	-12	-3
COc1ccc(C(CNC(=O)c2cc(S(=O)(=O)Nc3cccc(C)c3)ccc2C)N2CCOCC2)cc1 (configuration not stated)	-2	9
COc1ccc(N2CCN(CC(=O)c3c(C)n(C)c4ccc(OC)cc34)CC2)cc1	55*	-19*
Cc1ccc(OCc2cnc(Cl)s2)c(C)c1	-4	8
COc1ccccc1CN1C(=O)C(Cc2ccccc2)ON=C1c1ncccc1C (configuration not stated)	-1	-17
C=CCN1C=C2C(=O)C(C)(OC(=O)CCC(=O)OC)C(=O)C=C2C=C1C1CC1 (configuration not stated)	12	-6
COc1ccccc1NS(=O)(=O)c1cc(NC(=O)C(C)NC(N)=O)ccc1N1CCCC1 (configuration not stated)	2	7
C[C@H](CO)N1C[C@H](C)[C@@H](CN(C)C(=O)Nc2ccc(C(F)(F)F)cc2)Oc2c(NC(=O)C3CCCCC3)cccc2C1=O	7	0
CCc1cccc(OCC(=O)Nc2ccc(C(=O)O)cc2NC(=O)COc2cccc(CC)c2)c1	-4	9
Cc1ccccc1OCC(=O)NNC(=O)C1CC(=O)N(c2ccc3c(c2)OCCO3)C1 (configuration not stated)	-2	2
CC(C)(C)c1ccc(NC(=O)Nc2ccc(OCC(=O)N3CCOCC3)cc2)cc1	39	-8
C#CCNC(=O)C1=C[C@@H](c2cn(C(C)=O)c3ccccc23)C[C@@H](OCCCCO)O1	-9	-2
O=S(=O)(Cc1ccc(Cl)cc1)Nc1ccc(Cl)cn1	-3	4
c1ccc(-c2csc(-c3cccnc3)n2)cc1	3	8
Cc1scc(C(=O)NNC(=O)CCC(=O)O)c1C	1	-2
COc1ccc(C(=O)NCCn2cc(SCC(=O)NCC3CCCO3)c3ccccc32)cc1OC (configuration not stated)	4	-2
CCn1c(Cc2ccccc2)n[nH]c1=S	-5	-2
O=C(c1cccnc1)N1CCN(S(=O)(=O)c2ccc(Cl)cc2)CC1	-12	-8
COc1ccc(C2=NO[C@@H]3[C@@H]4C[C@@H]([C@H]5C(=O)N(c6ccc7c(c6)OCO7)C(=O)[C@@H]45)[C@H]23)cc1OC	13	-3
NC(=O)c1ccsc1NC(=O)COC(=O)/C=C/c1ccccc1	-1	5
Cc1nc2sc(C(c3cccc(F)c3)N3CCOCC3)c(O)n2n1 (configuration not stated)	-30	8
CCOC(=O)c1[nH]c2ccccc2c1NC(=O)C(CC)CC	-7	4
Cc1cc2c(cc(C(=O)OC(C)C(=O)NCc3ccc(F)cc3)n2C)o1 (configuration not stated)	-5	-4
COC(=O)N/N=C/c1ccc(-c2ccccc2Cl)o1	-1	0
CCCNC(=O)COC(=O)c1ccc(-c2ccccc2)cc1	-4	-4
COc1ccc(CCNC(=O)c2ccc([N+](=O)[O-])cc2)cc1	-7	0
Cc1ccc(-c2ccc(CN3C(CC(C)C)C(=O)N(Cc4cn(CCC5OCCO5)nn4)CCS3(=O)=O)cc2)cc1 (configuration not stated)	8	5
CCOC(=O)CSC1=Nc2ccccc2C2=NC(CC(=O)NCc3cccs3)C(=O)N12 (configuration not stated)	14	-13
Cc1ccc(-n2nnnc2CNC(=O)c2ccc([N+](=O)[O-])o2)cc1C	60	-54
CCOC(=O)N1CCN(C(=O)CSc2ncnc3sccc23)CC1	4	-6
COc1ccc(CCN(C)C(=O)CNC(=O)c2ccccc2F)cc1OC	3	-8
Cc1cc(C)nc(NC(=NCCc2c[nH]c3ccccc23)NC(=O)c2ccco2)n1	-3	17
CCN(CC)C(=O)CSc1nc2sc3c(c2c(=O)n1-c1ccc(C)cc1)CC(C)(C)SC3	28	-2
CCN(CC)S(=O)(=O)c1ccc(NS(=O)(=O)c2cccs2)cc1	-10	0
COc1ccc(COC(=O)C2CCN(S(=O)(=O)c3ccc(C)cc3)CC2)cc1	-27	7
O=C(c1ccccc1)N1CCN2C(=O)c3ccccc3C12c1ccc(Cl)cc1 (configuration not stated)	-12	-2
CC(=O)c1ccc(-c2c(C)cc3oc(=O)cc(-c4ccccc4)c3c2C)cc1	7	3
Cn1c(=O)c2c(ncn2CC(=O)OCCCC(=O)c2ccc(Br)cc2)n(C)c1=O	5	5
Cc1cc(Br)ccc1NC(=O)CN(C)C(=O)c1cccc(S(=O)(=O)N2CCN(C)CC2)c1	2	-3
O=C(COC(=O)CNC(=O)C1CCCCC1)Nc1cccc(F)c1	6	-9
COCC(C)n1c(SCC(=O)N2CCOCC2)nc2ccccc2c1=O (configuration not stated)	-7	4
COc1ccc(-n2c(=O)c(CCC(=O)N(C)Cc3cccs3)nc3ccccc32)cc1	5	6
COc1cc(CC(=O)OCC(=O)Nc2ccc(Cl)c(S(=O)(=O)N(C)C)c2)cc(OC)c1OC	-1	13
CCN1CCN(c2ncnc3c2cnn3-c2ccc(Cl)cc2)CC1	-7	10

Bioassay records as filed in PubChem.

Not all compounds are listed; rates above refer to the full screens.
